SRC2 TRFRET art: TR-FRET artefact, counter-screen to PPARgamma/SRC-2 agonist assay | hits give high values | TR-FRET ratio at 8 µM | actives 0.4% (n = 200,000); in the data active means TR-FRET ratio above about 2000; further: inactives centre near 1500; reference of the scale not given here
bIAP inh: blocks bovine intestinal alkaline phosphatase activity; 190,000 tested, under 10 active; purified bovine IAP, CDP-star luminescence, 30 min; AID 1019; inhibition, % at 20 µM;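 active means over 50% inhibition of intestinal alkaline phosphatase at 20 µM in the single-dose screen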
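Assay system: bovine IAP enzyme; medium: DEA buffer 100 mM, pH 9.8, with MgCl2 1.0 mM, ZnCl2 0.02 mM; doses: 20 µM single dose; incubation: enzyme reaction for 30 min at room temperature; detection: CDP-star luminescence signal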
PPARg SRC2 recr: promotes SRC-2 coactivator recruitment by human PPARgamma; P37231; PPARgamma LBD-SRC-2 recruitment, biochemical; activation, % at 8 µM; actives 0.34% (n = 200,000); AID 1032; in the data active means activation above about 22%;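 further: 0% = vehicle and 100% = reference agonist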
ROMK mod: modulates human ROMK potassium channel activity | Tet-inducible ROMK, thallium flux fluorescence; actives lie on both sides | B-score at 10 µM | actives 2% (n = 130,000) | P48048;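 active means signal ratio slope over the read window, or its plate-corrected B-score, at least 3 SD from the plate mean, either direction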;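 further: B-score of the F/F0 ratio slope over 7 to 12 s after thallium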
Target sequence (P48048 whole entry, looked up): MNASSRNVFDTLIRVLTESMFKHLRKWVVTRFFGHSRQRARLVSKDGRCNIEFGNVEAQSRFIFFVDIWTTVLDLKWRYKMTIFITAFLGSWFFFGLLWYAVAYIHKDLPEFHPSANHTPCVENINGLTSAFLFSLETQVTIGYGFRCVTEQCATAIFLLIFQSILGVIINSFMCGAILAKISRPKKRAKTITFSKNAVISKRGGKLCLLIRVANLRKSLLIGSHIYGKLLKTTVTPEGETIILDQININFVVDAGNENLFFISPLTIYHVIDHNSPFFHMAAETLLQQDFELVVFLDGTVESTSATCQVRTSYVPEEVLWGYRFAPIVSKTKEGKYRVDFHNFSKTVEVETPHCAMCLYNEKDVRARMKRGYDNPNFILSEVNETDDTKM
RAM network inh: inhibitors of the yeast RAM network. S. cerevisiae dse1pr::URA3 reporter, 5-FOA growth OD615, 2 d; analog-sensitive cbk1-as2 kinase mutant strain. inhibition, % at 50 µM. actives 1.8% (n = 190,000). AID 868;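 active means inhibition above a set limit, 3 SD over mean compound inhibition, cut at about 8.4% in these data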;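 further: 0% = DMSO-only wells with no growth and 100% = 10 µM 1-NA-PP1 full growth; inhibition rescues growth on 5-FOA so higher OD means more RAM inhibition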
S1P3 antag: blocks the human S1P3 receptor; Q99500; CHO S1P3 NFAT-BLA reporter, FRET fluorescence, antagonist mode; inhibition, % at 4.98 µM; actives 0.27% (n = 170,000); AID 485;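 active means inhibition above the plate cutoff, the mean inhibition of test wells on that plate plus 3 SD, cut at about 28% in these data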;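 further: cells challenged with S1P at its EC80 of 0.8 µM; blue over green emission ratio from cleaved BLA substrate after 4 h stimulation; 0% = S1P-stimulated wells and 100% = unstimulated DMSO-only wells; some compounds past the cut are filed as inactive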
Target sequence (Q99500 whole entry, looked up): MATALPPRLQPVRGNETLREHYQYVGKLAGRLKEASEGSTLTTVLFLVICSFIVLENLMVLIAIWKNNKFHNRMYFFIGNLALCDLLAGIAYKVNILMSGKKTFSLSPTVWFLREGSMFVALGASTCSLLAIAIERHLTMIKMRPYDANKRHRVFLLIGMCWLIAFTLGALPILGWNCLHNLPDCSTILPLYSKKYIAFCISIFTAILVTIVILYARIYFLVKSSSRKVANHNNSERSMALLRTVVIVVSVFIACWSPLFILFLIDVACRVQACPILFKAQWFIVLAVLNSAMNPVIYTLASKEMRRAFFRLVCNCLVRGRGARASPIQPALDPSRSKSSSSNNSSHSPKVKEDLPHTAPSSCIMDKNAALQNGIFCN
PPARg SRC1 recr: PPARgamma-driven SRC-1 recruitment agonism. P37231. actives 0.41% (n = 200,000). AID 631. activation, % at 8 µM. PPARgamma-SRC-1 coactivator recruitment biochemical assay; in the data active means activation above about 19%;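 further: 0% = DMSO and 100% = reference agonist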
PPARg SRC-3 ag: promotes SRC-3 coactivator recruitment by human PPARgamma | P37231 | biochemical PPARgamma/SRC-3 coactivator recruitment assay | activation, % at 8 µM | actives 0.26% (n = 200,000) | AID 731; in the data active means activation above about 23%;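 further: 0% = DMSO and 100% = reference agonist; some compounds past the cut are filed as inactive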
L major viab: Leishmania major promastigote growth inhibition | Leishmania major promastigotes, resazurin fluorescence viability | inhibition, % at 10 µM | actives 9% (n = 200,000); in the data active means inhibition above about 50%;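 further: promastigotes grown with compound for 44 hours at 28 °C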
DTT redox prof: compounds producing H2O2 with reducing agent – biochemical, NIH compound library profiling, artefact control for MLSCN library redox annotation, primary screen; DTT-dependent redox cycling H2O2, phenol red/HRP absorbance; 100% = 100 µM peroxide control, 0% = buffer; activation, % at 10 µM; actives 0.03% (n = 200,000);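 active means activation of at least 50% relative to the plate's high and low controls in the primary single-dose screen; inactive means activation below 50%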;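 further: compound incubated with DTT at 0.8 mM final as the reducing agent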
HMGR II inh: E. faecalis class II HMG-CoA reductase inhibition; purified E. faecalis HMGR, NADPH absorbance 340 nm kinetic; inhibition, % at 10 µM; actives 0.41% (n = 190,000); AID 1066;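 active means inhibition above a set limit, the median over all tested compounds plus 3 SD, cut at about 9.5% in these data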;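 further: enzyme runs in reverse so mevalonate oxidation gives rising NADPH absorbance; 0% = complete reaction with DMSO and 100% = background rate lacking mevalonate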
* = called active by the depositor; x = no result given. This is a subset (hit frequency here may not be typical).

SMILES	SRC2 TRFRET art	bIAP inh	PPARg SRC2 recr	ROMK mod	RAM network inh	S1P3 antag	PPARg SRC1 recr	PPARg SRC-3 ag	L major viab	DTT redox prof	HMGR II inh
O=C1NC(=S)N(c2ccccc2)C(=O)C1C(c1ccncc1)C1C(=O)NC(=S)N(c2ccccc2)C1=O (stereo unspecified)	1659	-1.1	-1.2	0.195	1.0	-5.0	6.2	1.0	-6.6	-0.1	-3.1
N=C1c2ccccc2CN1c1cccc([N+](=O)[O-])c1	1483	-5.2	-1.8	-0.402	1.2	-0.5	8.8	-0.1	-3.2	0.3	-1.2
CC(=O)Nc1ccccc1C(=O)OCc1ccc(C(=O)c2ccccc2)cc1	1342	4.6	1.0	x	5.2	x	3.3	-1.4	7.0	1.5	4.6
CCn1ccnc1CN1CCCC(C(=O)c2cc(C)c(OC)c(C)c2)C1 (stereo unspecified)	1694	-2.9	1.1	x	2.9	2.2	-7.5	2.1	-1.9	-0.1	2.2
O=c1[nH]c(=O)n(Cc2ccccc2)c(O)c1/C=C1\C=Nc2ccccc21	1723	-18.7	7.2	0.895	8.0	8.3	1.3	1.6	1.5	-0.4	-4.6
CCN(CC)S(=O)(=O)N1CCC(C(=O)N2CCC3(CC2)OCCO3)CC1	1559	-7.8	0.7	0.37	0.0	-3.2	6.4	5.2	2.7	-0.8	1.5
COc1cc(CN2CCCC(C(=O)c3sccc3C)C2)cc(Cl)c1O (stereo unspecified)	1465	2.3	1.0	-0.899	0.6	-18.9	4.3	2.1	29.1	-0.4	-2.7
CCCC[N+]1(C)[C@@H]2CC(OC(=O)[C@H](CO)c3ccccc3)C[C@H]1[C@@H]1O[C@@H]12 (stereo partly specified)	1366	-2.7	-0.6	x	x	10.1	-7.5	1.5	x	x	5.9
O=c1[nH]c(O)c(/C=C2\C=NN=C2c2ccccc2)c(=O)[nH]1	1368	11.3	-2.0	-1.09	1.4	x	1.2	3.0	-8.5	0.3	0.0
N#Cc1c(/N=C/C2C(=O)NC(=S)NC2=O)sc2c1CCCC2	1559	5.3	8.1	0.0222	-0.1	2.0	-5.1	4.6	-1.3	0.2	-0.6
Nc1ccc2c(c1)oc1ccccc12	1461	3.9	-0.4	x	-0.1	x	5.5	-2.3	-5.6	2.3	-0.5
Cc1cc(Br)ccc1N1C(=O)CC(=O)NC1=O	1505	39.5	9.4	1.08	0.7	-3.2	-0.2	3.1	-6.2	-0.2	-1.7
COc1ccc(-c2cc(=NCCCCCC(=O)O)c3cc(C)ccc3o2)cc1	1477	9.3	-2.0	0.0104	-0.3	-10.3	-4.9	-3.9	11.1	0.0	-0.2
O=C(c1ccc(N2CC3CC(C2)c2cccc(=O)n2C3)c([N+](=O)[O-])c1)N1CCCCC1 (stereo unspecified)	1619	8.6	6.2	1.22	1.3	-6.4	3.1	-0.6	54.9*	0.4	-2.7
O=C1NC(=O)N(Cc2ccccc2)C(=O)/C1=C\c1ccco1	1797	-13.7	10.1	0.532	-0.4	-11.6	3.7	2.1	-0.9	-2.6	-7.0
CP(=O)(O)CN1CCCCC1	1475	-15.6	1.1	-0.417	0.1	-7.2	2.1	-2.8	-2.0	0.9	-6.0
Nc1c([N+](=O)[O-])cc(F)c(N2CCNCC2)c1Br	1473	-6.5	-3.0	-3.57*	3.3	-19.7	0.9	3.8	3.7	-0.2	-4.3
COC(=O)[C@H]1C[C@@H]1[C@H](NP(=O)(c1ccccc1)c1ccccc1)c1ccccc1	1472	11.6	6.3	-0.106	2.2	-11.2	0.1	4.3	-7.3	0.3	-3.5
COc1cccc(C(=O)C2CCCN(Cc3cccc(C)n3)C2)c1 (stereo unspecified)	1464	-2.5	-10.9	-0.507	0.4	-5.1	-4.5	0.1	29.3	-0.8	2.5
Cc1cnn(C2CCN(C)CC2)c1N	1559	4.2	6.8	x	0.1	-20.0	7.0	5.0	-2.4	-3.5	-2.4

Molecules above with bromine (2):
SMILES	SRC2 TRFRET art	bIAP inh	PPARg SRC2 recr	ROMK mod	RAM network inh	S1P3 antag	PPARg SRC1 recr	PPARg SRC-3 ag	L major viab	DTT redox prof	HMGR II inh
Cc1cc(Br)ccc1N1C(=O)CC(=O)NC1=O	1505	39.5	9.4	1.08	0.7	-3.2	-0.2	3.1	-6.2	-0.2	-1.7
Nc1c([N+](=O)[O-])cc(F)c(N2CCNCC2)c1Br	1473	-6.5	-3.0	-3.57*	3.3	-19.7	0.9	3.8	3.7	-0.2	-4.3

Further records.
SMILES	SRC2 TRFRET art	bIAP inh	PPARg SRC2 recr	ROMK mod	RAM network inh	S1P3 antag	PPARg SRC1 recr	PPARg SRC-3 ag	L major viab	DTT redox prof	HMGR II inh
CCOC(=O)c1c(C)n(Cc2ccc3c(c2)OCO3)c2ccc(O)cc12	1475	11.6	-2.2	-0.38	4.1	x	-3.9	-1.5	4.3	0.1	-0.3
CCC1(CCc2ccncc2)C(=O)NC(=O)NC1=O	1448	0.5	1.4	0.139	2.1	x	0.3	0.1	-5.0	-0.1	-0.5
CC12CCC3C(CC=C4CC5(CCC43C)OCCO5)C1CCC2=O (stereo unspecified)	1503	-20.0	-1.6	-0.746	0.7	-10.1	3.6	-1.1	-3.0	4.5	-2.7
CC(=O)OC1N=C(c2ccccc2)c2cc(C)ccc2NC1=O (stereo unspecified)	1558	16.2	3.6	x	0.2	x	4.2	-3.6	74.7*	1.8	-2.2
N=C1c2ccccc2CN1NC(=O)C1CC1	1698	39.5	9.0	1.36	1.9	-1.2	6.2	1.7	-5.3	0.0	-1.2
CC(=NCc1ccc2c(c1)OCO2)c1c(O)n(C)c(=O)n(C)c1=O	1444	2.5	-6.6	x	0.0	28.1	-6.1	-10.1	-2.4	2.2	6.9
CN1CCN(c2nccc3c2ncn3C)CC1	1407	8.5	-3.2	-0.0372	-0.6	-13.2	17.5	-4.6	0.9	-1.1	-0.2
CCOP(=O)(C(NC(=O)c1ccccc1Cl)=C(Cl)Cl)c1ccccc1 (stereo unspecified)	1609	10.0	9.5	-0.641	-0.2	x	-1.7	9.8	1.5	3.1	-0.9
C[C@H](O)[C@H]1CC[C@H]2[C@@H]3CCC4=CC(=O)CC[C@]4(C)[C@H]3CC[C@]12C	1552	-1.4	4.2	x	1.1	10.7	15.6	2.3	-5.9	-0.8	0.5
O=C(CN1CCCC1=O)N1CCOCC1	1307	2.9	-1.1	x	2.3	23.0	-5.1	-6.1	-4.4	2.0	-0.1
CC(C)OP(=O)(O)NC(=O)c1ccccc1	1677	-1.8	-2.4	0.603	1.7	-9.3	4.1	-0.6	-1.5	-1.0	-0.9
O=C(COc1ccc(Br)cc1)N1CCN(Cc2c[nH]c3ccccc23)CC1	1375	-4.1	2.1	-1.4	0.3	x	1.0	8.7	12.9	0.4	2.3
CON(C)C(=O)Nc1ccc(Cl)cc1	1474	1.0	-2.2	-0.184	0.8	x	-3.0	-7.9	0.0	0.6	-0.2
CCOP(=O)(OCC)C(NC(=O)CN1C(=O)c2ccccc2S1(=O)=O)C(Cl)(Cl)Cl (stereo unspecified)	1392	8.0	-3.8	-0.581	0.1	-4.2	2.6	2.1	-5.0	-0.1	-5.0
CCOP(=O)(OCC)C(O)c1ccc(Br)cc1 (stereo unspecified)	1540	x	8.3	x	0.0	-0.6	-2.5	4.1	-5.8	0.4	-11.3
CCOC(=O)C1=C(NC(=S)NC(=O)c2ccccc2)c2ccccc2CC12CCCC2	1619	13.8	-3.5	-0.192	5.0	-21.5	-7.1	-2.1	13.2	-0.1	-1.6
CC1=CC(=C2C(=O)NC(=S)NC2=O)C=C(C(F)(F)F)N1CCc1ccccc1	1465	-14.4	-4.2	-0.39	10.8*	8.3	2.1	-1.0	-3.7	2.4	-0.3
Cc1cccc(NC2=NCCCS2)c1C	1454	6.2	0.5	x	1.5	-9.2	-1.0	-3.5	5.2	-2.0	-4.0
O=C(c1cc2ccccn2n1)N1CCC2(CC1)OCCO2	1640	4.8	-1.3	0.000955	2.8	x	4.4	10.4	-6.4	-0.3	-1.3
C#CC[N+]1(C)C2CCC1CC(O)C2 (stereo unspecified)	1605	-3.6	-0.7	x	1.8	-59.0	7.4	-1.8	-4.7	-0.9	-3.2
O=c1c2ccccc2nc(CSc2ncnc3nc[nH]c23)n1-c1ccccc1	1705	0.9	9.5	x	3.1	0.6	-1.7	-2.7	-0.9	-3.0	1.8
CC(C(N)=O)N1CC(c2ccccc2)CC1=O (stereo unspecified)	1600	5.0	8.2	-1.42	0.2	-18.7	4.3	10.7	-1.8	-0.6	-2.0
COc1ccc(N/N=C/c2c(O)n(-c3ccc(C)c(C)c3)c(=O)[nH]c2=O)cc1	1601	-1.3	3.8	0.226	1.8	-14.8	8.1	-1.3	87.7*	-0.3	4.8
CCc1nc2ccccc2c(=O)n1-c1ccc2ccccc2c1	1524	8.5	0.5	-0.368	-0.7	x	-0.2	-0.3	1.5	-0.2	-0.5
CNCCCc1ccccc1	1484	5.0	-2.0	x	1.1	x	-1.4	-2.6	-5.2	2.9	-3.6
COC(=O)c1c(C)[nH]c(C(=O)C(Cc2ccccc2)N(C)C)c1C (stereo unspecified)	1380	-9.1	3.4	-0.509	1.6	9.0	-1.3	-15.3	99.8*	3.8	0.5
O=C1NC(=O)N(Cc2ccccc2)C(=O)/C1=C/N1CCCc2ccccc21	1647	8.9	-1.7	x	-0.1	1.0	0.0	0.5	-1.3	0.1	0.1
O=C(Cc1ccccc1)OCCN1CCOCC1	1759	4.1	-5.2	-0.16	2.2	3.9	0.7	-0.6	-6.7	-0.2	-3.5
O=C(c1ccc2c(c1)ncn2-c1ccc(F)cc1F)N1CCC2(CC1)OCCO2	1486	-3.8	-0.6	1.02	-0.2	-1.5	11.8	-3.3	1.8	-1.2	-2.4

Structural class, those above containing an NH in an aromatic ring (6)
SMILES	SRC2 TRFRET art	bIAP inh	PPARg SRC2 recr	ROMK mod	RAM network inh	S1P3 antag	PPARg SRC1 recr	PPARg SRC-3 ag	L major viab	DTT redox prof	HMGR II inh
O=c1[nH]c(=O)n(Cc2ccccc2)c(O)c1/C=C1\C=Nc2ccccc21	1723	-18.7	7.2	0.895	8.0	8.3	1.3	1.6	1.5	-0.4	-4.6
O=c1[nH]c(O)c(/C=C2\C=NN=C2c2ccccc2)c(=O)[nH]1	1368	11.3	-2.0	-1.09	1.4	x	1.2	3.0	-8.5	0.3	0.0
O=C(COc1ccc(Br)cc1)N1CCN(Cc2c[nH]c3ccccc23)CC1	1375	-4.1	2.1	-1.4	0.3	x	1.0	8.7	12.9	0.4	2.3
O=c1c2ccccc2nc(CSc2ncnc3nc[nH]c23)n1-c1ccccc1	1705	0.9	9.5	x	3.1	0.6	-1.7	-2.7	-0.9	-3.0	1.8
COc1ccc(N/N=C/c2c(O)n(-c3ccc(C)c(C)c3)c(=O)[nH]c2=O)cc1	1601	-1.3	3.8	0.226	1.8	-14.8	8.1	-1.3	87.7*	-0.3	4.8
COC(=O)c1c(C)[nH]c(C(=O)C(Cc2ccccc2)N(C)C)c1C (stereo unspecified)	1380	-9.1	3.4	-0.509	1.6	9.0	-1.3	-15.3	99.8*	3.8	0.5

High-throughput results from PubChem.
